HSF1 inh – HSF1 inhibition; NIH3T3-HGL HSE-luciferase, MG132-induced, luminescence 8 h; stronger effect = lower value; activity change, negative = inhibition, % at 7.5 µM (by protocol); actives 0.77% (n = 300,000);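 active = more than half of replicate wells show activity change below -50%, luminescence cut by over half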;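 also: luciferase reports HSF-1 transcriptional activity via heat shock element; 0% = median of DMSO wells and -100% = zero luminescence signal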
DYRK1A inh – Dyrk1A (rat) kinase inhibition; inhibition, % at 12.5 µM; actives 0.43% (n = 310,000); Q63470; ADP-Glo luminescence, NFATc1 peptide; in the data active = inhibition above about 50%;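 also: plate controls were vehicle with enzyme for no effect and no enzyme for full effect; many of its hits are not listed in these tables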
HSF1 activator – increases HSF-1 driven luciferase reporter signal; AID 504408; actives 1.7% (n = 300,000); activation, % at 9 µM; NIH3T3-HGL HSF-1 luciferase reporter, MG132, 8 h; 100% = twice DMSO control signal;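 active = mean replicate activation of at least 50% with a set share of replicates each reaching 50%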;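 also: 0% = median of the neutral control wells and 100% = twice that signal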
GSK3 alpha inh – inhibitors of human GSK-3 alpha kinase; P49840; actives 0.1% (n = 320,000); ADP-Glo luminescence, 60 min; inhibition, % at 10 µM; AID 2650;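 in the data active = inhibition above about 50%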;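 also: GST-tagged GSK-3 alpha with peptide substrate and 25 µM ATP; 0% = DMSO neutral wells and 100% = GW8510 positive control wells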
AI-2 QS modul – modulators of Vibrio harveyi AI-2 quorum sensing system. activity change, % at 7.5 µM. AID 2094. Vibrio harveyi JMH597 AI-2 luminescence/OD600 ratio, 9 h; stronger effect = lower value; strain lacks LuxN and CqsS sensors; 0 = neutral-control median. actives 0.4% (n = 300,000); in the data active = activity change below about -75%, passing the limit was not always enough;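 also: luminescence divided by OD600 gain over 9 h not by final OD600 alone; inactives centre near 13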
Platelet DG rel – platelet dense granule release activity | human platelet-rich plasma, SFLLRN dense granule ATP release, luminescence | AID 1663 | actives 0.22% (n = 300,000) | inhibition, %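 (compounds screened at 7.5 µM in platelet-rich plasma)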;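 active = mean replicate score, as percent of positive control, at or above 50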
HSP90 inh – inhibitors of HSP90 luciferase refolding in rabbit reticulocyte lysate | luciferase refolding luminescence, 3 h | inhibition, % at 5.6 µM | actives 0.91% (n = 290,000) | AID 1789;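 active = inhibition above the screen-wide mean plus 3 SD, computed separately per campaign, cut at about 16% in these data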;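 also: 0% = DMSO wells and 100% = 60 µM geldanamycin wells; inhibitors lower the luminescence because luciferase stays unfolded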
GSK3B inh – blocks human GSK3beta kinase activity; actives 0.038% (n = 300,000); AID 2097; activity score (negative = inhibition), % at 10 µM; GST-GSK3beta kinase, ADP-Glo luminescence, 60 min; stronger effect = lower value; P49841;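 active = more than half of replicate wells score below -50%, meaning over 50% inhibition versus plate controls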;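 also: 0% = median DMSO wells and -100% = median GW8510 positive control wells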
Target sequence (P49841 whole entry, looked up): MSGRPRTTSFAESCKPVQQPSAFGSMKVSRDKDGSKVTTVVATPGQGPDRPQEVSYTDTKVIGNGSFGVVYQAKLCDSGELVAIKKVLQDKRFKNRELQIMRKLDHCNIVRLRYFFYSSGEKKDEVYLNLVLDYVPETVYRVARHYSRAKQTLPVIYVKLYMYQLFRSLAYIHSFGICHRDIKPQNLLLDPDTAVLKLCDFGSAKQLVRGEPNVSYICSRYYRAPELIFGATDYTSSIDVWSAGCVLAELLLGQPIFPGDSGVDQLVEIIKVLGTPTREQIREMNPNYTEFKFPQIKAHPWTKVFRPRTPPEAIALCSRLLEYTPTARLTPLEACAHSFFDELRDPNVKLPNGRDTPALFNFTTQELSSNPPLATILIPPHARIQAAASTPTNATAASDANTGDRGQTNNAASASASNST
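test system = GST-tagged human GSK3beta kinase, cell-free | reagent = 25 µM ATP with peptide substrate | dosing = one dose of 10 µM per compound | schedule = 60 min reaction, RT | detection = luminescent ADP-Glo measurement of ADP formed | control set = DMSO neutral wells and GW8510 at 20 µM as positive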
HDAC3 inhib – blocks human histone deacetylase 3; actives 0.15% (n = 320,000); O15379; AID 2718; recombinant HDAC3, fluorogenic peptide/trypsin coupled, fluorescence; inhibition, % at 8.3 µM; in the data active = inhibition above about 26%, passing the limit was not always enough
Target sequence (O15379 whole entry, looked up): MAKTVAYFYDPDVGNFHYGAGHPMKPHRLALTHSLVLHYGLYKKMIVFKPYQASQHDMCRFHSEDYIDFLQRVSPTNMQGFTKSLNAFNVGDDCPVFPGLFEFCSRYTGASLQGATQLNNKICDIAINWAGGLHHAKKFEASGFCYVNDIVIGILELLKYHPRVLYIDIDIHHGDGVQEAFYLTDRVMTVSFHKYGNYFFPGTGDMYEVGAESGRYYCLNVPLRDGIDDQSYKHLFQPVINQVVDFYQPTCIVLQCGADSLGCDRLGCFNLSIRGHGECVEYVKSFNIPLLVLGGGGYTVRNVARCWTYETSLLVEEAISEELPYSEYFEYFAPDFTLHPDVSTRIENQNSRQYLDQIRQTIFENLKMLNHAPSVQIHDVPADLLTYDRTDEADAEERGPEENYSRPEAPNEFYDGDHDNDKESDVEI
PolyA inh – yeast polyadenylation inhibition; AID 1875; calls only at 12 µM; S. cerevisiae SKY197-pL101 polyadenylation reporter, beta-gal luminescence; efflux-impaired pdr1/pdr3 knockout yeast; score 100 = 6 SD above DMSO; actives 0.02% (n = 300,000);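 active = lowest replicate activity score at least 50, where 100 means six control SD above control mean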;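 also: yeast exposed to compound for 9 h at 30 °C; higher score means more reporter readthrough which indicates perturbed polyadenylation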
Starred values were filed as active, the others as inactive; i = inactive; . = no result given. A portion of the library; the hit share may differ from the screen's.

SMILES	HSF1 inh	DYRK1A inh	HSF1 activator	GSK3 alpha inh	AI-2 QS modul	Platelet DG rel	HSP90 inh	GSK3B inh	HDAC3 inhib	PolyA inh
CCOC(=O)C1(C(C)(C)CC)CC(CSc2nc3ccccc3[nH]2)OC1=O (stereo not drawn)	4	0	0	0	50	-1	1	2	12	i
O=[N+]([O-])c1cccc(-c2ccc(/C=N/NC(=S)NCc3ccco3)o2)c1	-5	-1	1	-1	12	-4	2	-1	3	i
Cc1ccc(S(=O)(=O)N2CCC(C(=O)NCC3CCCO3)CC2)cc1 (stereo not drawn)	-4	5	-9	1	18	9	2	-1	-10	i
CCOc1ccccc1-n1c(=S)sc2c(=O)n(-c3ccc(C)cc3)c(=S)[nH]c21	1	-4	22	-2	-7	10	0	2	8	i
CC1(C)CC(=O)c2cnc(N3CCc4ccccc4C3)nc2C1	42	.	55*	1	25	2	-3	0	0	i
CN(c1ccccc1)c1nc2ccsc2c(=O)s1	11	32	17	-2	30	4	2	0	-4	i
CC(=O)N1CCc2cc(S(=O)(=O)CCC(=O)NCc3ccc(C)o3)ccc21	8	0	6	-1	15	9	-8	-1	4	i
Cc1ccc(C(=O)Nc2ccc3c(c2)OCCO3)cc1	-3	3	-6	1	6	9	58*	2	-7	i
CCOC(=O)NC1C=CS(=O)(=O)C1 (stereo not drawn)	5	1	-2	-2	4	9	-1	0	0	i
Nc1cc([N+](=O)[O-])ccc1O	-5	12	0	4	18	-18	0	1	9	i
COc1ccc(NC(=O)CN(C)C(=O)c2cc(-c3ccco3)nc3ccccc23)cc1	2	0	23	-2	.	3	.	.	3	i
CCOc1ccc(OCCn2ccnc2)cc1	-5	1	14	-1	10	6	-3	-4	1	i
CC(=O)c1ccc(OCc2ccc(Oc3c(Cl)cccc3[N+](=O)[O-])cc2)cc1	11	3	27	.	13	4	1	2	6	i
O=C(c1ccc(-n2cccc2)cc1)N1CCN(Cc2ccccc2)CC1	.	-3	.	-2	20	-6	-5	2	12	.
CC(=O)c1ccc(Nc2c([N+](=O)[O-])ccc3nonc23)cc1	0	0	-15	0	10	6	2	-2	-15	i
Cc1ccc(NCC(=O)N/N=C/c2ccc(-c3cccc(C(F)(F)F)c3)o2)cc1	1	2	7	-2	32	-3	-5	3	1	i
C=CCn1c(NCc2ccco2)nc2ccccc21	11	-6	38	1	7	-3	-1	0	-2	i
Cc1ccc(S(=O)(=O)Nc2ccc(-c3cn4ccc(C)cc4n3)cc2)cc1	2	2	0	0	28	-3	3	0	6	i
COc1ccc(C(=O)c2c(C(F)(F)F)oc3c2C(=O)c2ccccc2C3=O)cc1	-94*	6	-94	1	22	2	13	-1	-1	i
CC(=O)Oc1ccc(-c2cccc(C(=O)Oc3ccccc3)c2)cc1	13	8	13	-1	28	-8	-1	-3	9	i
Nc1nnc(SCC(=O)N2CCN(c3ccccc3)CC2)s1	-3	-2	10	4	17	0	-2	4	-5	i
N/C(=N\OC(=O)c1ccc(=O)n(Cc2ccc(Cl)cc2)c1)c1ccccn1	0	-4	-5	6	13	0	-1	-6	2	i
CCOC(CNC(=O)c1ccc(CNC(=O)c2ccc(OC)c(OC)c2)cc1)OCC	-6	.	-7	2	5	-47	-9	3	-5	i
O=C(CCN1C(=O)C2CC=C(Cl)CC2C1=O)N1CCCCC1 (stereo not drawn)	8	6	-1	-1	19	2	0	-2	-3	i
COC(=O)CN(C#N)c1nc(OC)nc(N(C)C)n1	-1	8	7	0	4	-1	-1	-1	6	i
CCc1cc(=O)oc2cc(OCC(=O)NC3CC(C)(C)NC(C)(C)C3)ccc12	0	4	-4	-4	21	-4	-2	1	-19	i
Cn1nc(C(C)(C)C)cc1C(=O)NCc1ccc2c(c1)OCO2	-8	-3	-2	-3	14	-1	1	1	4	i
COc1cccc(C2=NOC(C(=O)N3CCc4ccccc4C3)C2)c1 (stereo not drawn)	6	1	14	-3	-22	3	0	1	3	i
CCN(CC)CC(O)Cn1c(-c2cccc(Cl)c2)nc2cc(C)c(C)cc21 (stereo not drawn)	5	.	26	-1	19	-16	-4	-5	-14	i
O=C(/C=C/c1ccccc1)NC(=S)Nc1ccccc1	19	-2	19	0	10	2	0	1	14	i
COc1cccc(NC(=O)CN2CCCCCC2)c1	-4	2	-11	-3	8	1	-5	-3	2	i
COc1ccc(N/C(C)=C2/C(=O)C(=O)N(CCO)C2c2ccc([N+](=O)[O-])cc2)cc1 (stereo not drawn)	-21	-3	-18	-2	16	-1	1	4	-2	i
COC(=O)CCC(=O)OC1(C)C(=O)C=C2C=C(C3CC3)N(CCc3ccccn3)C=C2C1=O (stereo not drawn)	1	3	3	-1	9	1	.	-6	-1	i
CCOC(=O)C1=C(C)Nc2nc(C)nn2C1c1ccc(OC)c(OC)c1 (stereo not drawn)	-6	9	0	.	11	-1	4	3	8	i
Cc1cccc(OCC(=O)Nc2ccccc2N2CCN(C)CC2)c1	1	0	29	1	9	17	1	0	-3	i
Cc1ccc(NC(=O)CN(C)C(=O)CCC(=O)N2CCOCC2)cc1	0	-3	-3	-2	3	5	.	2	0	i
COc1ccc(NC(=O)CCN2C(=O)C3CC=C(Cl)CC3C2=O)cc1 (stereo not drawn)	-4	-10	30	-7	4	3	-1	0	-1	i
CCC(=O)Nc1ccc(/C(C)=N\NC(=O)c2ccc(C)s2)cc1	-2	-6	10	0	9	2	-6	-1	3	i
C=CCNc1nc(Nc2ccc([N+](=O)[O-])cc2)nc(OCC)n1	-6	-3	-1	-3	19	0	-1	1	1	i
Cc1ccc(C(=O)/C=C\NCc2ccccc2)cc1	20	0	41	-1	-1	-1	-2	-2	6	i
O=C(CNc1cccc(S(=O)(=O)N2CCCC2)c1)Nc1cccc(F)c1	8	5	20	1	19	-16	.	2	-1	i
COC(=O)C1=C(C(C)=O)C(c2ccc(C(=O)OC)cc2)n2nnnc2N1 (stereo not drawn)	7	3	-1	-3	5	-30	1	0	3	.
CCCCN1C(=O)c2ccc(C(=O)Nc3cccc(C)c3C)cc2C1=O	7	3	3	-3	20	7	4	1	4	i
O=C(Nc1ccc2oc(-c3ccc(F)cc3)nc2c1)c1ccccc1F	14	-2	47	-2	37	-10	1	-10	-2	i
CN(CCN1CCOCC1)C(=O)CC1C(=O)NCCN1Cc1ccccc1F (stereo not drawn)	-4	1	9	-3	25	0	-3	3	1	i
COc1ccccc1N(CC(=O)NCC1CCCO1)C(=O)CNS(=O)(=O)c1ccccc1 (stereo not drawn)	-7	-4	-3	-3	31	-2	-5	-2	-5	i
COc1cccc(CNC(=S)Nc2cc(C)ccc2C)c1	-3	-2	7	1	10	-11	1	0	6	i
CCOC(=O)N1CCN(c2cc(=O)n(-c3ccccc3Cl)c(=O)[nH]2)CC1	0	9	1	-35	16	-5	3	-1	0	i
CCS(=O)(=O)C1=NSC2=NC(=O)/C(=C\c3cc(C)n(-c4cccc(OC)c4)c3C)C(=N)N21	-10	-2	-15	3	10	-3	2	1	-4	i
CCCCCCCC(=O)OC(CN1CCCCCC1)CN1CCCC1=O (stereo not drawn)	0	-3	1	-3	-16	3	7	0	-6	i
CC(=O)N(C)c1ccc(NC(=O)N2CCOCC2)cc1	-3	-9	18	-2	35	2	1	1	12	i
COCCNS(=O)(=O)c1ccc(-c2ccc(C)cc2)cc1	-5	-2	4	1	18	-14	8	2	-11	i
COCCNC(=O)COC(=O)/C=C/c1cnc2ccccc2n1	25	1	40	-1	14	-12	1	1	1	i
CCOC(=O)c1c(-c2ccccc2)csc1NC(=O)c1ccc(S(=O)(=O)N2CC(C)OC(C)C2)cc1 (stereo not drawn)	-8	-4	-1	-1	14	0	-2	3	3	i
CN(CCOC(=O)c1ccccc1)Cc1ccccc1	-4	-5	-9	0	10	5	-5	-2	-1	i
CC(=O)c1ccc(-c2nnc(CCC(=O)N(C)Cc3cccc4cnccc34)o2)s1	-9	1	-12	0	13	11	0	2	-5	i
Cc1ccc(CNC(=O)C2CCC(=O)N(CCc3cccc(F)c3)C2)cc1 (stereo not drawn)	-1	-3	12	-3	27	15	-4	-1	2	i
COc1ccccc1C1CC(c2ccc(NS(C)(=O)=O)cc2)=NN1S(=O)(=O)c1ccccc1 (stereo not drawn)	2	-1	-5	-4	21	2	4	-3	14	i
CCOC(=O)CSc1nc(-c2ccccc2)cc(C(F)(F)F)n1	3	0	-2	-2	23	-4	-7	3	12	i
Cc1ccc2[nH]c(=O)c(CN(C(=O)c3cccs3)c3ccccc3)cc2c1	5	6	-5	1	24	6	6	2	1	i

3 of the compounds above, field by field:
> CN(CCN1CCOCC1)C(=O)CC1C(=O)NCCN1Cc1ccccc1F (stereo not drawn)
  HSF1 inh = -4
  DYRK1A inh = 1
  HSF1 activator = 9
  GSK3 alpha inh = -3
  AI-2 QS modul = 25
  Platelet DG rel = 0
  HSP90 inh = -3
  GSK3B inh = 3
  HDAC3 inhib = 1
  PolyA inh = i

> COc1ccccc1N(CC(=O)NCC1CCCO1)C(=O)CNS(=O)(=O)c1ccccc1 (stereo not drawn)
  HSF1 inh = -7
  DYRK1A inh = -4
  HSF1 activator = -3
  GSK3 alpha inh = -3
  AI-2 QS modul = 31
  Platelet DG rel = -2
  HSP90 inh = -5
  GSK3B inh = -2
  HDAC3 inhib = -5
  PolyA inh = i

> COc1cccc(CNC(=S)Nc2cc(C)ccc2C)c1
  HSF1 inh = -3
  DYRK1A inh = -2
  HSF1 activator = 7
  GSK3 alpha inh = 1
  AI-2 QS modul = 10
  Platelet DG rel = -11
  HSP90 inh = 1
  GSK3B inh = 0
  HDAC3 inhib = 6
  PolyA inh = i

Following part:
SMILES	HSF1 inh	DYRK1A inh	HSF1 activator	GSK3 alpha inh	AI-2 QS modul	Platelet DG rel	HSP90 inh	GSK3B inh	HDAC3 inhib	PolyA inh
Cn1c(=O)c2c(O)c([N+](=O)[O-])c(=O)n(C)c2n(C)c1=O	6	4	-2	4	24	5	8	-7	-12	i
O=C(NCC1CCCN1S(=O)(=O)c1cccs1)c1cccc([N+](=O)[O-])c1 (stereo not drawn)	0	-4	-2	1	17	2	.	4	-10	i
CN(C)S(=O)(=O)N1CCC(CO)(Cc2cccc(C(F)(F)F)c2)CC1	3	-28	3	-2	12	-5	3	-2	1	i
O=C(NC(n1ccc(=O)[nH]c1=O)C(Cl)(Cl)Cl)C12CC3CC(CC(C3)C1)C2 (stereo not drawn)	-2	-16	-2	-1	26	7	4	-2	-3	i
O=C1c2ccccc2C(=O)N1CNc1ccccc1	-15	-1	-14	3	26	-1	-2	3	0	i
COc1ccc(N/C(=N\c2nc(C)cc(C)n2)NC(C)=O)cc1OC	-7	-4	18	0	5	2	-4	-4	-8	i
CCc1nn(C(C)C(=O)NCCc2ccc(OC)c(OC)c2)c(=O)c2cc3occc3n12 (stereo not drawn)	-14	9	-9	-4	17	-1	3	2	7	i
Cc1cccc2sc(N(CCCN(C)C)C(=O)c3ccc(C(=O)c4ccccc4)cc3)nc12	-7	-4	2	.	2	9	5	1	-7	i
CCOc1ccccc1C(=O)Nc1cnn(Cc2ccc(F)cc2)c1	0	12	18	2	24	26	-3	4	9	i
CCc1ccc(S(=O)(=O)Nc2ccc(-c3ccc4nncn4n3)cc2)s1	-6	5	1	-4	40	23	.	3	2	i

Screens (PubChem)
